AT treatment – candidate therapy for ataxia-telangiectasia | Potency, µM (top dose mostly 57.5 µM), for the others: at the top dose activation, usual class: activators | hit rate 0.19% among 320,000 | […] A-T fibroblasts, KAP-1 phosphorylation AlphaLISA; neocarzinostatin DNA damage 30 min before lysis; note: potency is the fitted concentration of half-maximal effect; % of control where 0% means no effect; nearly all actives have a fitted effect of over 45% in size
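ATM-like activity read as KAP-1 phosphorylation via AlphaLISA donor/acceptor antibody pairs after lysis and 6 hr at 25C. Cells were ATM-null patient fibroblasts ([…], hTERT), dosed 60 min, then exposed to the DSB inducer NCS for 30 min.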
MBNL1-CUG inh – inhibitors of human MBNL1 binding to CUG repeat RNA; Q9NR56; TR-FRET MBNL1-His/biotin-(CUG)12 binding, 665/545 ratio; Potency, µM (top dose mostly 57.5 µM), without a hit: at the highest dose activity change, negative = inhibition, usual class: inhibitors; hit rate 0.036% among 280,000; active = well fitted inhibition curve with a large enough effect in the signal ratio, with a control signal flat, not every such curve was filed as active; inconclusive = small, poorly fitted or top-dose-only effect, or effect the other way, or a change in a side signal; inactive = no such curve, though single readings can be large or run the other way; the % refers to the signal ratio; note: potency is the fitted concentration of half-maximal effect; % is set by controls: 0 for no effect and ±100 for the full control effect
Target sequence (Q9NR56 whole entry, looked up): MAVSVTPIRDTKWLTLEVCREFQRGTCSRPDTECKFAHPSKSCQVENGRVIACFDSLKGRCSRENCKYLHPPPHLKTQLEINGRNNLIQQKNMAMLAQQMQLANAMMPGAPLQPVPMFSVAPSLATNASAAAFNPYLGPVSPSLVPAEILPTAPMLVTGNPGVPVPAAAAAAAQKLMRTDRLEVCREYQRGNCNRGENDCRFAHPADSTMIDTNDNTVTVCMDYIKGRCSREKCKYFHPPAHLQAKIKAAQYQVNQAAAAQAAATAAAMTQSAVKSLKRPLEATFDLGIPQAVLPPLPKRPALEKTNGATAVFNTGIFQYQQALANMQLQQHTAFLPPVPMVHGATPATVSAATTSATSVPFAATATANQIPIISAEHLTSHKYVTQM
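Ratiometric TR-FRET (665 over 545 nm, excitation 340 nm) tracks disruption of MBNL1-His/biotin-(CUG)12 complex after 60 min at room temperature, with compounds at 92 nM to 58 uM final.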
Integrin act MD – activators of alpha7 integrin expression for muscular dystrophy. alpha7betagal myoblasts, beta-gal FDG fluorescence, 48 h. Potency, µM (top dose mostly 38.3 µM), without a hit: at the top dose activation, usual class: activators. hit rate 0.064% among 350,000;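 note: potency is the fitted concentration of half-maximal effect; 100% = response of the positive control SU9516; nearly all actives have a fitted effect of over 60% in size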
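alpha7betagal+/- myoblasts (passage 13, 250/well) treated 48 h at 37C with compounds at 1:260 dilution of DMSO stock. Lysed, then beta-galactosidase activity read as FDG fluorescence (ex 480/em 540) after 30 min, with pre-read for autofluorescence.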
KCNH2 3.1 inh – KCNH2 3.1 (human) potassium channel inhibition | U2OS KCNH2 3.1, thallium flux FluxOr; stronger effect = lower value | activity change, % (tested at about 1.8 µM) | hit rate 0.95% among 340,000 | AID 720553;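 active = maximum activity change below -70%; inconclusive = maximum activity change from -70% to -50%; inactive = maximum activity change above -50%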;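 note: thallium influx rate constant from kinetic fluorescence after stimulation buffer; % is set by controls: 0 for no effect and ±100 for the full control effect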
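Normalized rate constant (relative to positive and negative DMSO controls) derived from a 2 min kinetic fluorescence read after stimulation; U2OS cells expressing the 3.1 isoform via virus at 1.77 x 10^8 /mL.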
GALK inhibitor – blocks human galactokinase activity; P51570; Purified GALK, Kinase-Glo residual ATP luminescence; Potency, µM (series often up to 57.5 µM), inactives show at the highest dose activity change, negative = inhibition, most hits filed as inhibitors; hit rate 0.007% among 270,000; AID 1868; note: potency is the fitted concentration of half-maximal effect; % is set by controls: 0 for no effect and ±100 for the full control effect
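ATP-depletion format; final 35 uM ATP, 100 uM D-galactose, 5 nM enzyme; pH 8.0 HEPES/Mg2+ buffer; 60 min RT; luminescence read 10 min after detection reagent.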
KCNH2 WT inh – inhibitors of human wildtype KCNH2 potassium channel | Q12809 | U2OS, BacMam KCNH2, thallium flux FluxOr; stronger effect = lower value | activity change, % at 1.84 µM | hit rate 0.37% among 340,000;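 active = maximum activity change below -70%; inconclusive = maximum activity change between -70% and -50%; inactive = maximum activity change above -50%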; note: % is set by controls: 0 for no effect and ±100 for the full control effect
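U2OS cells transduced with wild-type KCNH2 virus are loaded with FluxOr dye for 45 min, and thallium flux is measured in kinetic reads before and after stimulation buffer. Rate constants are normalized to DMSO controls.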
TRPV1 agonist – human TRPV1 agonism; TRPV1-expressing cells, Fluo-8 calcium influx, agonist mode; Q8NER1; activation, % at 8.33 µM; hit rate 0.19% among 320,000; AID 540275; in the data active = activation above about 80%; inconclusive = between about 30% and that limit; note: 0% is about no effect
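Fluo-8 calcium influx in TRPV1-expressing cells, kinetic read (ex 480/em 520 nm). Compound added and read 3 min for agonist activity, followed by capsaicin at EC20 final and 2 min further read for enhancement.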
ASM inhibitor – inhibitors of human secretory acid sphingomyelinase; P17405; hit rate 0.006% among 340,000; placental ASM, HMU-PC fluorogenic substrate, 60 min; Potency, µM (series often up to 57.5 µM), inactives show at the top dose activity change, negative = inhibition, usual class: inhibitors; note: potency is the fitted concentration of half-maximal effect
Target sequence (P17405 47-631 limits assumed): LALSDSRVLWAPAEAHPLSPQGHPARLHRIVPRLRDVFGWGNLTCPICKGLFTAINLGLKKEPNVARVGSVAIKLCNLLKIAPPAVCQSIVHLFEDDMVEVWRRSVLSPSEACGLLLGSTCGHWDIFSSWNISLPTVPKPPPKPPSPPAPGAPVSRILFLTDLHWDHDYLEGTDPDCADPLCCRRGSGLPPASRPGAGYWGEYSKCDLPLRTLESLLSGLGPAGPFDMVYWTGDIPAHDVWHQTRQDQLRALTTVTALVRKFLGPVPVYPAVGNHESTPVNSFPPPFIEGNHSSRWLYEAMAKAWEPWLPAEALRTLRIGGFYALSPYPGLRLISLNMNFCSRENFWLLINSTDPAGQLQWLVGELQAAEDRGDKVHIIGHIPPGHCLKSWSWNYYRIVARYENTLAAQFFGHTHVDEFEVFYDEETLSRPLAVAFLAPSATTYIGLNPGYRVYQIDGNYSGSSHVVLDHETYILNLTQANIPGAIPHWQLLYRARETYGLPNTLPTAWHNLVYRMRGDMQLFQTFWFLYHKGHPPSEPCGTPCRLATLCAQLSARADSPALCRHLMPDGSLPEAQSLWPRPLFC
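Fluorogenic HMU-PC substrate (9 uM final) is turned over by placental ASM in 60 min at 37 C after a 10 min compound preincubation. Reaction ended by alkaline stop (pH 10), with fluorescence read at 386/447 nm.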
CXXC DNA block – MLL CXXC-DNA interaction inhibition; Q03164; MLL-CXXC / FITC-HOXA9 DNA fluorescence polarization; Potency, µM (series often up to 115 µM), inactives show at the highest dose activity change, negative = inhibition, actives largely listed as inhibitors; hit rate 0.037% among 290,000; AID 2662; active = well fitted inhibition curve with a large enough effect in the polarisation, with a control signal flat, not every such curve was filed as active; inconclusive = small, poorly fitted or top-dose-only effect, or effect the other way, or a change in a side signal; inactive = no such curve, though single readings can be large or run the other way; the % refers to the polarisation; note: potency is the fitted concentration of half-maximal effect
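Fluorescence polarization: 7 uM MLL-CXXC (stock) preincubated 5 min with compounds, then 50 nM fluorescein-HOX-A9 DNA (stock) added; 30 min ambient. Buffer 50 mM Tris-HCl pH 7.5, 50 mM NaCl, 1 mM DTT, 0.05% BSA.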
FBPA coupling cs – counter-screen for Giardia aldolase inhibitors: coupling enzyme system. coupling enzyme system counterscreen, AmpLite Red fluorescence. activity change, negative = inhibition, % at 58.2 µM, hits read low. hit rate 0.67% among 290,000. AID 2472; in the data active = activity change below about -30%; note: % is set by controls: 0 for no effect and ±100 for the full control effect
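Counterscreen lacking aldolase: glyceraldehyde-3-phosphate coupling-enzyme reagent preincubated 10 min at RT with compound (at 57.5 uM final), then substrate/coupling system with AmpLite Red added; fluorescence read at 525/598 nm after 20 min RT.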
Active calls of the source: *; i = inactive; u = inconclusive; x = not tested or not shown; ! = not active in a repeat; [ ] = dose if it differs, or a comment. Unless noted, calls come from the whole dose curve; as a rule, active = well fitted curve in the direction sought with a large enough effect; inconclusive = small, poorly fitted or top-dose-only effect, or another doubt; inactive = no such curve, though single readings can be large; an effect the other way counts as inactive or inconclusive.

1: COc1cc(S(=O)(=O)Nc2ccccc2C)ccc1Cl
2: COc1ccc(CCCNC(=O)C2CCC(=O)N(CCCN3CCCC3=O)C2)cc1 (stereo not given)
3: Cc1cc(NC(=O)CSc2nnc(Cc3ccccc3)n2C)no1
4: Cc1c(C(=O)Nc2ccncc2)oc2ccccc12
5: Cc1ccc(SC(C)C(=O)Nc2cccnc2)cc1 (stereo not given)
6: O=C(COC(=O)C1CCC1)NCc1ccccc1Cl
7: CCCC(=O)N=C1SC2CS(=O)(=O)CC2N1c1ccc(CC)cc1 (stereo not given)
8: COc1ccc(S(=O)(=O)N(C)C)cc1NC(=O)CSC(C)C(=O)Nc1cc(C)on1 (stereo not given)
Compound	1	2	3	4	5	6	7	8
AT treatment	13%	2%	-4%	26%	14%	7%	1%	5%
MBNL1-CUG inh	-4%	1%	8%	4%	-2%	-1%	-3%	x
Integrin act MD	0%	-9%	2%	-10%	-10%	7%	-4%	-29%
KCNH2 3.1 inh	26	14	-12	-6	2	-12	10	-4
GALK inhibitor	-2%	-3%	0%	0%	3%	4%	-2%	x
KCNH2 WT inh	5	4	1	-11	3	-10	0	-4
TRPV1 agonist	5	-1	-1	-1	-4	6	1	-2
ASM inhibitor	8%	1%	2%	-2%	2%	1%	-1%	3%
CXXC DNA block	-3%	21%	-1%	-20%	5%	1%	5%	x
FBPA coupling cs	0	x	1	-1	2	-1	0	x

9: COc1ccc(N(C(=O)c2ccncc2)S(=O)(=O)c2ccccc2)cc1
10: COc1ccc(CC(=O)NNC(=O)c2c(-c3ccccc3Cl)noc2C)cc1OC
11: COc1ccccc1C/C(N)=N/OC(=O)/C=C/c1ccccc1
12: Cc1nn(CC(=O)N(CC(C)C)C2CCS(=O)(=O)C2)c(C)c1[N+](=O)[O-] (stereo not given)
13: COc1ccc(-c2nc(C#N)c(N3CCCCCC3)o2)cc1OC
14: NC(=O)c1ccccc1NC(=O)COc1ccc2c(c1)OCO2
15: CC1(C)O[C@H]2OC([C@H](O)CON3C(=O)c4ccccc4C3=O)[C@H](O)[C@H]2O1 (stereo not given in full)
16: Cc1ccccc1NS(=O)(=O)c1cc(C(=O)Nc2cccc([N+](=O)[O-])c2)ccc1C
Compound	9	10	11	12	13	14	15	16
AT treatment	6%	3%	9%	3%	-4%	1%	u	2%
MBNL1-CUG inh	4%	-7%	21%	x	1%	-11%	-3%	x
Integrin act MD	28%	13%	1%	14%	-11%	0%	0%	-34%
KCNH2 3.1 inh	11	-6	-21	2	-4	-1	5	-2
GALK inhibitor	-1%	2%	-2%	x	-3%	-3%	x	2%
KCNH2 WT inh	-3	10	2	-2	9	3	-5	0
TRPV1 agonist	0	2	6	x	16	u	0	1
ASM inhibitor	2%	-1%	4%	-1%	4%	2%	4%	u
CXXC DNA block	-2%	-9%	9%	x	0%	8%	6%	10%
FBPA coupling cs	x	0	1	x	-3	-1	0	1

17: CCOC(=O)c1c(NC(=O)Cn2cc([N+](=O)[O-])cn2)sc2c1CCC2
18: CC1=C(C(=O)Nc2ccccc2)C(c2ccco2)C(C#N)=C(SCC(=O)Nc2cccc(C)c2C)N1 (stereo not given)
19: CCCCc1cc(=O)oc2cc(OCC(=O)NCC3CCC(C(=O)O)CC3)ccc12 (stereo not given)
20: CCc1ccccc1NC(=O)CSc1nc2c(c(-c3ccco3)c1C#N)CCCC2
21: CCC1(c2ccc(Cl)cc2)NC(=S)N(c2ccc(C)cc2)N1 (stereo not given)
22: Cc1c(OCC(=O)N2CCC(C(N)=O)CC2)ccc2c3c(c(=O)oc12)CCCC3
23: CCCCNC(NCCCC)=C(S(=O)(=O)CC)S(=O)(=O)CC
24: CCN(CC)S(=O)(=O)c1cccc(C(=O)N[C@H](C(=O)Nc2nc3ccccc3s2)C(C)C)c1
Compound	17	18	19	20	21	22	23	24
AT treatment	-8%	10%	-5%	3%	-2%	1%	6%	1%
MBNL1-CUG inh	-1%	-2%	3%	105%[activator]	26%	-1%	-3%	-4%
Integrin act MD	-6%	-9%	4%	-6%	24%	-1%	30%[7.66 µM]	-17%
KCNH2 3.1 inh	-9	3	5	-3	-11	-7	11	-10
GALK inhibitor	-1%	0%	x	8%	x	x	-5%	0%
KCNH2 WT inh	-18	14	-12	-1	-18	-8	-24	0
TRPV1 agonist	3	-1	-2	-2	6	28	-5	-8
ASM inhibitor	-4%	-4%	0%	15%	-10%	-4%	2%	-8%
CXXC DNA block	16%	20%	1%	10%	3%	-5%	-3%	4%
FBPA coupling cs	2	0	6	2	-14	0	2	1

Exported with two lines to a compound: part of the list above
Fields: AT treatment	MBNL1-CUG inh	Integrin act MD	KCNH2 3.1 inh	GALK inhibitor	KCNH2 WT inh	TRPV1 agonist	ASM inhibitor	CXXC DNA block	FBPA coupling cs
[2] COc1ccc(CCCNC(=O)C2CCC(=O)N(CCCN3CCCC3=O)C2)cc1 (stereo not given)
 : 2%	1%	-9%	14	-3%	4	-1	1%	21%	x
[3] Cc1cc(NC(=O)CSc2nnc(Cc3ccccc3)n2C)no1
 : -4%	8%	2%	-12	0%	1	-1	2%	-1%	1
[4] Cc1c(C(=O)Nc2ccncc2)oc2ccccc12
 : 26%	4%	-10%	-6	0%	-11	-1	-2%	-20%	-1
[5] Cc1ccc(SC(C)C(=O)Nc2cccnc2)cc1 (stereo not given)
 : 14%	-2%	-10%	2	3%	3	-4	2%	5%	2

Next part.
25: N#Cc1c(NC2CCCCC2)nc(-c2ccco2)c2c1CCCC2
26: O=C(CSc1nc2cc(Cl)ccc2s1)Nc1cccc(S(=O)(=O)N2CCOCC2)c1
27: CSc1nc2c(cc1C#N)C(=O)CC(C)(C)C2
28: CN(CC(=O)Nc1cccc(S(=O)(=O)N2CCOCC2)c1)CC(=O)Nc1ccc(Cl)c(C(F)(F)F)c1
29: Cc1cccc(S(=O)(=O)Nc2cccc(-c3cn4ccsc4n3)c2)c1
30: COC(C(=O)Nc1ccnn1C1CCN(Cc2cccc(C)n2)CC1)c1ccccc1 (stereo not given)
31: CCCCC(=O)Nc1nc2c(OC)cc([N+](=O)[O-])cc2s1
32: CCn1nc(C(=O)OCc2cccc(S(=O)(=O)N(C)C)c2)c2ccccc2c1=O
Compound	25	26	27	28	29	30	31	32
AT treatment	12%	8%	3%	-14%	5%	2%	-1%	6%
MBNL1-CUG inh	0%	-4%	3%	x	-7%	2%	u	1%
Integrin act MD	-3%	-56%[inhibitor]	5%	-22%	-9%	0%	13%	12%
KCNH2 3.1 inh	-9	-4	9	32	15	3	-5	3
GALK inhibitor	-1%	-2%	-2%	x	-1%	2%	-3%	-1%
KCNH2 WT inh	5	4	-2	9	-6	18	9	1
TRPV1 agonist	0	4	1	12	-1	-1	4	7
ASM inhibitor	i	-19%	-1%	-21%	-16%	4%	-8%	-3%
CXXC DNA block	-1%	15%	6%	x	5%	3%	1%	-3%
FBPA coupling cs	3	0	5	x	-3	1	-2	-2

33: CCC(CC)C(=O)c1c[nH]c(C(=O)NCc2ccco2)c1
34: CN(CC(=O)NCc1cccs1)S(=O)(=O)c1cccc2cccnc12
35: CCC(=O)Nc1cc(-c2nc3ncccc3o2)ccc1Cl
36: COC(=O)N/N=C1\CCCc2ccccc21
37: COC(=O)CCCC1=CC2=CC(=O)C(C)(OC(=O)c3cccs3)C(=O)C2=CN1CC(C)C (stereo not given)
38: COc1cc(CN2CCCC(C(=O)Nc3cccc(-n4cccn4)c3)C2)ccc1F (stereo not given)
Compound	33	34	35	36	37	38
AT treatment	-7%	1%	13%	2%	-3%	-2%
MBNL1-CUG inh	3%	20%	2%	x	u	5%
Integrin act MD	16%	6%	-17%	12%	-1%	-17%
KCNH2 3.1 inh	5	-6	-1	-10	30	-17
GALK inhibitor	4%	3%	-5%	2%	-1%	-4%
KCNH2 WT inh	-5	9	13	9	-7	30
TRPV1 agonist	-4	0	-22	-1	-3	4
ASM inhibitor	2%	1%	1%	4%	7%	0%
CXXC DNA block	-6%	11%	-5%	-2%	5%	6%
FBPA coupling cs	10	1	1	0	-35*!	x
